# D3 antag: D3 dopamine receptor (human) antagonism | D3R cells, DiscoveRx beta-arrestin luminescence, antagonist mode; stronger effect = lower value | max response, negative = inhibition, % | 2.5% of 360,000 active; in the data active = max response below about -50%; inconclusive = no clear call, values can overlap the other calls; note: % is set by controls: 0 for no effect and ±100 for the full control effect; mostly tested at two doses, the higher about 12 µM
#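 Cells expressing the human receptor were seeded at 1500 cells/well, incubated overnight at 37 degrees C in 5% CO2, then exposed to library compounds with dopamine controls for 90 minutes at 37 degrees C before luminescent detection.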
# D3 ag: activates the human D3 dopamine receptor; P35462; D3R DiscoveRx beta-arrestin cells, luminescence, 90 min; max activation, %; 0.58% of 410,000 active; AID 652048; in the data active = max activation above about 30%; note: 0% is about no effect; mostly tested at two doses, the higher about 12 µM
#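 Cells at 1500/well, incubated overnight, then treated with pinned compounds (dopamine as control) for 90 min at 37 degrees C. DiscoveRx reagent added for 30 - 60 minutes at room temperature; luminescence read.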
# aSyn rescue: rescues yeast growth from alpha-synuclein toxicity. Potency, µM (series often up to 46.1 µM), for inactives: top-dose growth rescue (activation), most hits filed as activators. AID 652106. Yeast expressing alpha-synuclein, growth rescue, BacTiter-Glo, 24 h. 0.14% of 370,000 active; note: potency is the fitted concentration of half-maximal effect; % of control where 0% means no effect; nearly all actives have a fitted effect of over 65% in size
#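 Readout is rescue of growth in alpha-synuclein-expressing yeast, so inhibitors of toxicity appear as activators. Growth after 24 hr at 30 deg C in galactose medium is quantified by luminescence.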
# EPAC2 agonist: agonists of human EPAC2 (RAPGEF4) | Q8WZA2 | EPAC2 activation, biochemical qHTS; response scale: 100% = 6.5 mM cAMP response | 0.079% of 360,000 active | Potency, µM (doses to about 154 µM), for the others: at the highest dose activation, usual class: activators; note: potency is the fitted concentration of half-maximal effect; nearly all actives have a fitted effect of over 50% in size
# Target sequence (Q8WZA2 whole entry, looked up): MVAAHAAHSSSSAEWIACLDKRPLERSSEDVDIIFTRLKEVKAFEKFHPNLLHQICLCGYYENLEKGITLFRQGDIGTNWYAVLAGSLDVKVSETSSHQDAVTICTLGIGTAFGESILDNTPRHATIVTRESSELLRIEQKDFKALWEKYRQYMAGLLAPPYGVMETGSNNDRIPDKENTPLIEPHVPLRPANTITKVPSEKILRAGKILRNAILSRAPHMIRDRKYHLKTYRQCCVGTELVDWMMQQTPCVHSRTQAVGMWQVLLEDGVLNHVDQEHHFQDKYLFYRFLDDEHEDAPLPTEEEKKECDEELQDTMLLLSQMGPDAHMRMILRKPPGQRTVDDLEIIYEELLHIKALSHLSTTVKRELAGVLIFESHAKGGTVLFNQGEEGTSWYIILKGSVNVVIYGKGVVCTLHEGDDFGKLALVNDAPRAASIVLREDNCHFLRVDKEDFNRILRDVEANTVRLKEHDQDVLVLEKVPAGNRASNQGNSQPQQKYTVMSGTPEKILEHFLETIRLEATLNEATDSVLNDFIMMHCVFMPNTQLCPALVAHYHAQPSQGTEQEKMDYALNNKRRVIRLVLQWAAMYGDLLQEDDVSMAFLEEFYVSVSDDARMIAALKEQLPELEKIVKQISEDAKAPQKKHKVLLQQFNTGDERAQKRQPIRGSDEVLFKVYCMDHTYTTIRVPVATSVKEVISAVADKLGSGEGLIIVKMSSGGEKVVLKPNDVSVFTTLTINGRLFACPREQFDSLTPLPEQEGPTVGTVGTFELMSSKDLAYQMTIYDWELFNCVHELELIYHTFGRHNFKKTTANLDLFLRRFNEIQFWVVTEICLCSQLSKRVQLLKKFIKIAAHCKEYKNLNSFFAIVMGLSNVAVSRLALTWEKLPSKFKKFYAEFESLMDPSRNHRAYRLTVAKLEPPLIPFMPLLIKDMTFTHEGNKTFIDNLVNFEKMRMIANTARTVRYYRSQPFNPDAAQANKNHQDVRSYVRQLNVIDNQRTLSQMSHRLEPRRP
#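 Setup: EPAC2 100 nM, labeled Rap1B complex 250 nM, free GDP 50 uM. Compound titrations pinned in, brief spin, 5 min room temperature incubation. Kinetic fluorescence read over 30 min, normalized to 6.5 mM cAMP.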
# Abeta rescue: compounds reversing amyloid beta toxicity in yeast; yeast expressing A-beta42, growth rescue, OD600, 48 h; response scale: 0% DMSO, 100% iron-clioquinol control; Potency, µM (titrated, usually from 46.1 µM), without a hit: at the highest dose growth rescue, most hits filed as activators; 0.063% of 410,000 active; note: potency is the fitted concentration of half-maximal effect; nearly all actives have a fitted effect of over 55% in size
#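 Growth rescue measured by 600 nm absorbance after 48 h yeast culture at 30 C with compound. Values normalized between DMSO and an equimolar ferric chloride plus clioquinol control.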
# FUS yeast rescue: FUS proteinopathy suppression in yeast. Potency, µM (top dose mostly 76.6 µM), inactives show at the highest dose growth rescue (activation), hits mostly activators. S. cerevisiae FUS-expressing, growth rescue, OD600, 24 h. AID 1347120. 0.24% of 390,000 active;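 note: potency is the fitted concentration of half-maximal effect; plate controls were DMSO vehicle for no effect and reference control for full effect; nearly all actives have a fitted effect of over 55% in size; some results filed as inactive show a strong effect at the top dose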
#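 Yeast FUS proteinopathy model; galactose-induced FUS (2%), starting OD 0.005. Cpds in dilution series, 24hr, 30C, 99% humidity. Abs 600 nm growth. Pos ctrl CP55940 (top 92uM final); neg ctrl DMSO.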
# EPAC2 antagonist: antagonists of human EPAC2; Q8WZA2; EPAC2 GEF exchange of Rap1B-BODIPY-GDP, fluorescence; Potency, µM (titrated, usually from 114 µM), for inactives: at the highest dose activity, negative = inhibition, hits mostly inhibitors; 0.18% of 360,000 active; AID 720708; note: potency is the fitted concentration of half-maximal effect; % is set by controls: 0 for no effect and ±100 for the full control effect; nearly all actives have a fitted effect of over 45% in size; many of its hits are not listed in these tables
# TDP-43 yeast inh: rescues yeast growth from TDP-43 toxicity | Potency, µM (titrated, usually from 46.1 µM), without a hit: top-dose growth rescue (activation), most hits filed as activators | 1.8% of 410,000 active | TDP-43 expressing yeast growth rescue, BacTiter-Glo, 24 h; note: potency is the fitted concentration of half-maximal effect; % of control where 0% means no effect; nearly all actives have a fitted effect of over 50% in size
#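 Yeast expressing TDP-43 (pregrown in raffinose, seeded at OD600=0.02 in galactose medium) exposed to compounds 24 hr at 30 deg C. Growth read by BacTiter-Glo luminescence; rescue of toxicity appears as increased signal.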
# The depositor's hits bear a star; ? = inconclusive; . = not tested or not shown; [ ] = another dose, or the depositor's remark. Unless noted, calls come from the whole dose curve; as a rule, active = well fitted curve in the direction sought with a large enough effect; inconclusive = small, poorly fitted or top-dose-only effect, or another doubt; inactive = no such curve, though single readings can be large; an effect the other way counts as inactive or inconclusive.
SMILES,TDP-43 yeast inh,D3 antag,Abeta rescue,FUS yeast rescue,D3 ag,aSyn rescue,EPAC2 antagonist,EPAC2 agonist
COc1ccc(-c2nc(CCNC(=O)c3ccccc3)cs2)cc1OC,?,.,-42%[inhibitor],15%,-11,.,.,.
COC(=O)[C@H](Cc1ccccc1)NC(=O)/C=C/[C@H]1O[C@@H](n2cc(C)c(=O)[nH]c2=O)C[C@@H]1O,10%,-9,-5%,-11%,-3,0%,9%,4%
CC1CCN(CC(=O)N2CCN(c3ccccc3)CC2)CC1,-1%,-1,2%,-20%,-13,25%,2%,5%
Cc1noc(NC(=O)c2ccccc2Cl)c1C#N,-11%,17,17%,-15%,8,3%,5%,-4%
CCC(=O)Nc1ccc(C(=O)Nc2ccc(Br)cc2F)cc1,16%,-10,1%,-2%,2,3%,5%,7%
CCC(C(=O)N/N=C/c1cccnc1)c1ccccc1 (stereo not given),9%,-3,10%,-17%,1,2%,-12%,7%
NC(CSCc1ccccc1)C(=O)Nc1ccc([N+](=O)[O-])cc1 (stereo not given),28%,-26,25%,15%,-6,-1%,-12%,12%
CCN(CC)C(=O)Cn1cc(SCC(=O)Nc2ccccc2F)c2ccccc21,-14%,.,-20%,16%,-3,.,.,.
CCN(CC#CCC(O)(c1ccccc1)c1ccccc1)C(C)C,-9%,-19,0%,.,-5,1%,-4%,2%
COC(=O)CS(=O)(=O)c1ccc(C)cc1,0%,-10,8%,-27%,-6,5%,4%,10%
COc1ccc(C2CC2/C(=N/O)c2ccccn2)cc1 (stereo not given),?,8,7%,15%,23,24%,?,4%
Cc1nc(SC(C(N)=O)c2ccccc2)c(C#N)c(C)c1C (stereo not given),3%,-2,10%,6%,5,1%,11%,3%
O=C(OCc1nnc(-c2ccc([N+](=O)[O-])cc2)o1)C1CCN(C(=O)c2ccc(F)cc2)CC1,?,5,26%,24%,3,7%,1%,7%
[N-]=[N+]=N[C@@H](CCN1CC[C@H](O)CCC1=O)c1ccccc1,0%,36,-1%,-36%,2,24%,-6%,3%
N#CCSc1nc2ccccc2c(=O)n1C1CCCCC1,?,8,-6%,1%,0,11%,-25%,19%
COc1cc(C(=O)COC(=O)CNC(=O)C2CCCCC2)cc(OC)c1OC,-12%,-9,-6%,8%,-3,-1%,-9%,-5%
O=C(Nc1cccnc1)c1cnc2ccccc2n1,7%,-9,3%,-17%,11,-1%,8%,7%
CC1(C)CC(CCC(=O)NC(=S)Nc2ccccc2Cl)C(=O)O1 (stereo not given),6%,-7,-9%,13%,-1,3%,6%[57.1 µM],16%
CC12CN3CC(C)(CN(C1)C3c1ccccc1Cl)C2O (stereo not given),-9%,-25,8%,?,-4,-5%,-6%,5%
CC(NC(=O)c1ccccc1Cl)NC(=O)c1ccccc1Cl,5%,2,-14%,-37%,-7,2%,-28%,8%

# Continued:
SMILES,TDP-43 yeast inh,D3 antag,Abeta rescue,FUS yeast rescue,D3 ag,aSyn rescue,EPAC2 antagonist,EPAC2 agonist
COc1cc(OC)cc(C(=O)NC(=S)NCc2ccco2)c1,-9%,7,11%,-3%,6,-6%,-5%,-4%
COc1ccc2cc3cc(C(=O)N4CC(C)CC(C)C4)oc3nc2c1 (stereo not given),?,-3,-4%,5%,0,1%,-24%,4%
CCOC(=O)c1[nH]c2ccc(OC)cc2c1NC(=O)N1CCOCC1,12%,?,3%[9.22 µM],-40%,-2,-3%,0%,4%
O=C(Oc1cccnc1)c1ccco1,-8%,?,-1%,12%,5,-1%,12%,-6%
CCO[C@H]1OC(C(=O)NCc2ccccc2)=C[C@@H](C)[C@@H]1CCCO,20%,38,5%,-4%,-1,5%,-8%,5%
Cc1ccc(NC(=O)O/N=C2\CCCCC2c2ccc([N+](=O)[O-])cc2[N+](=O)[O-])cc1 (stereo not given),7%,54,-9%,.,-8,-2%,-4%,5%
COc1ccccc1NS(=O)(=O)c1cc(NC(=O)c2ccco2)ccc1N1CCOCC1,7%,10,6%,35%,1,5%,-2%,10%
O=C1CC(N2CCOCC2)C(=O)N1c1cc(Cl)cc(Cl)c1 (stereo not given),?,18,-4%,33%,-6,-57%[inhibitor],0%,3%
O=C(CNC(=O)c1ccc(Br)o1)NNC(=O)COc1ccccc1Cl,20%,4,-3%,-2%,3,0%[1.84 µM],1%,0%
COCCN(C(=O)Cc1coc2cc(C)c(C)cc12)c1c(N)n(Cc2ccccc2)c(=O)[nH]c1=O,13%,10,-9%,16%,1,5%,7%,-8%
COc1ccc(CNC(=O)C2CCNCC2)cc1,5%,9,0%,9%,0,-7%,-4%,-1%
CCCCOC(=O)Cc1c(O)c2ccccc2[nH]c1=O,12%,-1,-15%,8%,2,-5%,10%,1%
Nc1ccccc1Nc1cc(-c2ccccc2)[nH]n1,-4%,2,-9%,33%,0,-11%,-6%,-4%
CC1(C)C[C@H]2C3=CCC4[C@@]5(C)CC[C@H](O)C(C)(C)C5CC[C@@]4(C)[C@]3(C)[C@@H](O)[C@@H](O)[C@@]2(CO)[C@@H](O)[C@@H]1O (stereo not given in full),-6%,?,-10%,6%,-16,0%,17%,-1%
CC(C)(C)C(=O)N1CCC[C@@]1(CO)C(=O)O,10%,8,0%,.,4,6%,17%,2%
COc1ccc(/C=C/c2nc(-c3ccccc3O)n[nH]2)cc1OC,?,13,-16%,?,2,-9%,-10%,1%
CC(=O)c1cccc(NS(=O)(=O)c2cc(OCC(N)=O)c(C)cc2Cl)c1,4%,-2,-3%,10%,0,0%,15%,12%
O=C(Cn1nc(C(F)(F)F)c2c1CCCC2)Nc1ccc(Cl)cc1,?,.,0%,-1%,-12,.,.,.
Cc1cc(Cl)ccc1OCCCC(=O)N/N=C/c1cccc([N+](=O)[O-])c1,12%,5,-9%,-21%,-1,-9%,7%,-2%
Cc1c(O)ccc2c(CN3CCN(C/C=C/c4ccccc4)CC3)cc(=O)oc12,-1%,-16,7%,23%,-31,1%,-7%,4%

# Remaining list, next part
SMILES,TDP-43 yeast inh,D3 antag,Abeta rescue,FUS yeast rescue,D3 ag,aSyn rescue,EPAC2 antagonist,EPAC2 agonist
COc1ccc(CN2CCNC(=O)C2CC(=O)N(C)C2CCOCC2)c(F)c1 (stereo not given),4%,6,11%,0%,-6,7%,8%,3%
Cc1cccc(C)c1NC(=O)Cn1cc(C(=O)c2ccco2)c2ccccc21,13%,.,11%,-12%,10,.,.,.
O=C(c1ccco1)N1CCN(C(=S)Nc2ccccc2C(F)(F)F)CC1,-10%,-23,14%,24%,2,-9%,-8%,11%
CCCn1c(=O)c2ccccc2n2c(SCCOc3ccc(OC)cc3)nnc12,-22%,-28,-31%[inhibitor],?,-13,1%,-9%,20%
COc1ccc(OCc2cc(C(=O)NC3Cc4ccccc4C3)no2)c(Cl)c1,-8%,2,1%,-21%,-13,0%,1%,-6%
O=C(NC1CC1)c1cccc(Oc2ccccc2)c1,?,0,0%,6%,1,-15%,-6%,-2%
O=C(Nc1ccccc1Cl)c1cc(C2CCCCN2C(=O)CCCc2ccccc2)on1 (stereo not given),3%,-22,-32%,21%,3,-4%,4%,12%
CC(C)Cc1nnc(NC(=O)CCC(=O)Nc2ccc(F)cc2)s1,1%,6,5%,24%,-1,1%,-7%,2%
COc1ccc(-c2nc3ccc(Cl)cn3c2Cc2ccccc2)cc1OC,23%,8,8%,25%,0,-1%,-13%,4%
CCOC(=O)c1nc2sc3c(c2c(=O)[nH]1)CCC(C)C3 (stereo not given),-23%,-23,-2%,0%,0,-4%,-2%,3%
Cc1oc2c(c(C)cc3oc(=O)c(CC(=O)NCCc4ccccc4)c(C)c32)c1C,-10%,.,-12%,-15%,-11,.,.,.
CC(C)N(CCNCC(O)COc1ccc(C(C)(C)c2ccccc2)cc1)C(C)C (stereo not given),-18%,-1,-26%,-4%,18,-16%,-14%,3%
COC(=O)[C@]1(C)N[C@H](CN(C)C(=O)c2ccccc2)[C@@H]2C(=O)N(Cc3ccccc3)C(=O)[C@@H]21,18%,12,7%,-23%,1,-1%,5%,15%
Cc1ccccc1S(=O)c1ccccc1C(=O)O (stereo not given),-6%[1.82 µM],15,-5%,-6%,16,0%,6%,-4%
CCC1(c2ccc(Cl)cc2)NC(=S)N(c2ccccc2)N1 (stereo not given),?,7,1%,8%,9,-1%,-12%,2%
O=C(NCCCc1ccccc1)c1nn(-c2ccccc2)nc1CO,27%,.,3%,3%,-7,.,.,.
CCOC(=O)c1sc(N)c(C(=O)Nc2ccccc2OC)c1C,4%,-12,-14%,23%,1,-4%,4%,12%
CCOC(=O)c1ccc(NC(=O)c2cn(-c3ccccc3)nc2-c2ccc(C)cc2)cc1,5%,.,-7%,0%,3,.,.,.
COc1ccc(N/C(N)=N/c2nc(C)cc(C)n2)cc1,9%,17,-1%,-18%,2,2%,0%,-2%
COc1ccc(NC(=O)c2ccccc2S(=O)c2ccccc2C#N)cc1 (stereo not given),-1%,0,-5%,3%,1,2%,0%,7%

# Part of the list above, with values under each structure:
# Below each SMILES – TDP-43 yeast inh | D3 antag | Abeta rescue | FUS yeast rescue | D3 ag | aSyn rescue | EPAC2 antagonist | EPAC2 agonist
> COc1ccc(N/C(N)=N/c2nc(C)cc(C)n2)cc1
  9% | 17 | -1% | -18% | 2 | 2% | 0% | -2%
> COc1ccc(NC(=O)c2ccccc2S(=O)c2ccccc2C#N)cc1 (stereo not given)
  -1% | 0 | -5% | 3% | 1 | 2% | 0% | 7%

# Among those listed so far, these contain a COOH group:
SMILES,TDP-43 yeast inh,D3 antag,Abeta rescue,FUS yeast rescue,D3 ag,aSyn rescue,EPAC2 antagonist,EPAC2 agonist
CC(C)(C)C(=O)N1CCC[C@@]1(CO)C(=O)O,10%,8,0%,.,4,6%,17%,2%
Cc1ccccc1S(=O)c1ccccc1C(=O)O (stereo not given),-6%[1.82 µM],15,-5%,-6%,16,0%,6%,-4%

# Further entries
SMILES,TDP-43 yeast inh,D3 antag,Abeta rescue,FUS yeast rescue,D3 ag,aSyn rescue,EPAC2 antagonist,EPAC2 agonist
O=C(CCCNS(=O)(=O)c1ccc(F)cc1)Nc1ccc(F)cc1,-9%,5,6%,15%,-5,-3%,-5%,6%
O=C(Nc1cc(S(=O)(=O)N2CCOCC2)ccc1Cl)c1ccncc1,12%,9,3%,-4%,0,4%,16%,-4%
N#CCCn1cc(C(=O)Nc2ccc(C(=O)O)cc2)c(-c2ccc([N+](=O)[O-])cc2)n1,-10%,-5,7%,24%,-3,0%,-13%,12%
CCc1ccccc1NC(=S)NCc1cccn1C,1%,4,?,.,18,0%,10%,-5%
Cc1ccc(C(=O)OCC(=O)Nc2ccccc2)cc1NC(=O)c1ccco1,-12%,15,2%,7%,-2,0%,-5%,5%

# Compound activity as filed in PubChem.

# These rows are one share of the data, so the mix of outcomes need not match the whole.
